High-throughput results: PubChem, National Center for Advancing Translational Sciences (NCATS)
Nrf2 ARE act: activators of Nrf2 (ARE) signaling; AREc32 ARE-luciferase reporter (MCF7-derived line), luminescence, 24 h; Potency, µM (highest dose often 46.1 µM), without a hit: at the top dose activation, hits mostly activators; 0.31% of 410,000 active; AID 624171; also: potency is read from the fitted curve at half-maximal effect; % of control where 0% means no effect; nearly all actives have a fitted effect of over 65% in size
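AREc32 cells carrying an ARE-driven firefly luciferase, 1000 cells/well in OPTI-MEM with 5% FBS, dosed after overnight attachment and incubated 24 hr at 37 deg C. Steady-Glo luminescence read after 30 min at RT.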
CCT modulator: changes cytosolic chaperonin activity; activity change, % (concentration not given with the values), hits read low; purified chaperonin ATPase assay, HTRF ADP detection, 30 min; AID 651819; 0.3% of 360,000 active; in the data active = activity change below about -30%; also: % is scaled to controls: 0 for no effect and ±100 for the full control effect
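TRiC at 40 or 20 nM final (batch-dependent) in 30 mM Tris pH 7.4, 100 mM KCl, 5 mM MgCl2, 1 mM DTT, with compound at single 76 uM and 10 uM ATP, 30 min at 37 deg C. ADP detected by HTRF Transcreener, 665/615 ratio.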
HepG2 tox: kills HepG2 cells in TGF-b inhibitor counter-screen; HepG2 CAGA-GFP viability, ATP luminescence, 18 h; AID 588856; 0.76% of 410,000 active; Potency, µM (top dose mostly 46.1 µM), for inactives: at the highest dose activity change, negative = cytotoxicity, usual class: cytotoxic; also: potency is read from the fitted curve at half-maximal effect; some results filed as inactive show a strong effect at the top dose
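CellTiter-Glo luminescence gave cytotoxicity after 18 hours at 37 degrees C. The cells were HepG2 CAGA-GFP in 1% FBS DMEM, stimulated with 500 pg/mL TGF-beta after compound addition. %Activity was normalised to no-cell wells (complete cell-killing) and DMSO (no toxicity), and curves were fitted and classified.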
Nrf2 block: blocks Nrf2 signaling | A549 ARE-Fluc reporter, luciferase luminescence, 18-24 h | Potency, µM (series often up to 46 µM), inactives show at the top dose activity change, negative = inhibition, most hits filed as inhibitors | 2.1% of 360,000 active; also: potency is read from the fitted curve at half-maximal effect; % is scaled to controls: 0 for no effect and ±100 for the full control effect; nearly all actives have a fitted effect of over 60% in size
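In this cell-based qHTS, ARE-driven firefly luciferase in A549 cells reports Nrf2 activity; the luminescent signal after BugLite lysis is the measured value, with a prior CellTiter-Fluor read for cell health.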
MmCpn inh: inhibitors of Methanococcus maripaludis chaperonin (MmCpn) | Potency, µM (doses to about 76.9 µM), for inactives: at the highest dose activity, negative = inhibition, actives largely listed as inhibitors | purified Mm-Cpn ATPase, ADP Transcreener TR-FRET | AID 504842 | 0.031% of 330,000 active; also: potency is read from the fitted curve at half-maximal effect; % is scaled to controls: 0 for no effect and ±100 for the full control effect; nearly all actives have a fitted effect of over 80% in size
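Purified archaeal chaperonin (25 nM final) was preincubated with compound for 10 min at 37°C, then ATP (10 uM final) was added for 30 min at 37°C in Tris pH 7.4/KCl/MgCl2/DTT buffer. ADP was quantified by HTRF Transcreener TR-FRET.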
A549 tox: counter-screen for Nrf2 inhibitors: cytotoxicity in A549 cells | Potency, µM (highest dose often 46 µM), for inactives: at the top dose activity change, negative = cytotoxicity, hits mostly inhibitors | 0.16% of 390,000 active | A549 ARE-Fluc cells, CellTiter-Fluor viability, 18-24 h; also: potency is read from the fitted curve at half-maximal effect; % is scaled to controls: 0 for no effect and ±100 for the full control effect
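A549 ARE_Fluc cells in 5% FBS OPTI-MEM were exposed to compounds in concentration-response for 18-24 h at 37 deg C. Viability was read by CellTiter-Fluor fluorescence (Ex 405/Em 525) after 30 min, before the luciferase read.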
TGFb inhibitor: TGF-b pathway inhibition | HepG2 CAGA-GFP TGF-b/SMAD3 reporter, GFP fluorescence, 18 h; TGF-beta stimulated, 500 pg/mL final | Potency, µM (top dose mostly 46.1 µM), inactives show at the top dose activity, negative = inhibition, usual class: inhibitors | 1.2% of 410,000 active; also: potency is read from the fitted curve at half-maximal effect; % is scaled to controls: 0 for no effect and ±100 for the full control effect; nearly all actives have a fitted effect of over 65% in size
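HEPG2 CAGA-GFP reporter cells (1000/well, DMEM with 1% FBS) received compounds, then recombinant TGF-beta at 500 pg/mL final for 18 hours at 37 degrees C. Per-cell GFP summed per well was normalised to unstimulated and stimulated DMSO controls before curve fitting.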
S2 tox: viability counter-screen for ATXN expression inhibitors; S2 cells (HEK-293 line with an ATXN2-luciferase reporter) viability, CellTiter-Fluor protease fluorescence, 24 h; Potency, µM (titrated, usually from 56.7 µM), most hits filed as cytotoxic; 0.49% of 400,000 active; AID 651635; also: potency is read from the fitted curve at half-maximal effect; nearly all actives have a fitted effect of over 40% in size
pAkt inh: Akt phosphorylation inhibition; 0.32% of 360,000 active; activity change, % for hits at 50 µM; Neuro2A IGF-stimulated pAkt S473 HTRF, 20 min; stronger effect = lower value; in the data active = activity change below about -80%; inconclusive = mostly about -51% to -80%; also: % is scaled to controls: 0 for no effect and ±100 for the full control effect
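Neuro2A cells (4,500/well, DMEM with 0.5% FBS) were treated with compound at a single 50 µM final concentration, stimulated with 6 nM IGF for 20 min at 37 °C, and lysed. Phospho-Akt Ser473 was read by HTRF as 665/615 ratio ×10^4.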
Numbers without * were called inactive; i = inactive; ? = inconclusive; / = not tested or not shown. Unless noted, calls follow the shape of the dose curve; as a rule, active = well fitted curve in the direction sought with a large enough effect; inconclusive = small, poorly fitted or top-dose-only effect, or another doubt; inactive = no such curve, though single readings can be large; an effect the other way counts as inactive or inconclusive.

SMILES	Nrf2 ARE act	CCT modulator	HepG2 tox	Nrf2 block	MmCpn inh	A549 tox	TGFb inhibitor	S2 tox	pAkt inh
O=c1oc2ccc(Cl)cc2nc1/C=C(\O)c1cccs1	?	-1.3	-13%	?	2%	1%	-20%	i	i
C[C@H]1CCC[C@]2(O[C@H](CCO)C[C@H](O)[C@H]2O)O1	0.2%	0.8	8%	12%	/	-2%	8%	i	i
CCN(CC)CCCNC(=O)CNC(=O)c1nn(-c2ccc(OC)cc2OC)c(=O)c2ccccc12	-0.6%	1.7	5%	/	/	/	6%	i	i
COc1ccc(OCC(=O)Nc2c3c(nn2C(C)(C)C)CSC3)cc1	0.7%	-3.9	6%	12µM*	-2%	-6%	-1%	i	i
COc1ccc(CN2CCN(CCSc3ccc(C)cc3)CC2)c(OC)c1OC	1.7%	-1.4	-27%	-5%	-3%	1%	?	?	i
Cc1cc(-c2ccc(S(=O)(=O)Nc3ccccc3F)s2)on1	-1.0%	/	-9%	?	/	-1%	-13%	/	/
CN(CCc1ccccn1)C(=O)CCC1CCCN(C(=O)c2c3c(nn2C)CCCC3)C1 (stereo not drawn)	-0.2%	0.4	2%	-16%	1%	-2%	10%	i	i
O=c1c2ccccc2ncn1-c1ccc(Cl)cc1Cl	0.4%	0.9	9%	16%	-1%	9%	-11%	i	i
CN(C)CC1CCCCC1C1(O)c2ccccc2CSc2sccc21 (stereo not drawn)	7.1%	-3.4	-69%	-4%	-4%	-12%	-19%	i	i
Cc1ccc(S(=O)(=O)/N=C/c2cc(Br)ccc2O)cc1	-0.9%	1.0	-12%	-1%	-2%	13%	-15%	i	i
CCN(CC)S(=O)(=O)c1cccc(C(=O)NNC(=O)c2ccc3[nH]c(=O)c(=O)[nH]c3c2)c1	-0.7%	2.0	6%	?	0%	4%	0%	i	/
CCN1CCN(S(=O)(=O)c2ccc(Cl)c(C(=O)N(C)Cc3ccccc3)c2)CC1	0.1%	-2.2	-11%	-12%	0%	-13%	-8%	?	i
COC(=O)[C@@]12CCCN1[C@H](c1ccc(SC3CCCCC3)cc1)[C@H]1C(=O)N(C)C(=O)[C@H]12	-0.9%	-1.1	-11%	-18%	-2%	-2%	-11%	?	i
COc1cc(/C=N/NC(N)=S)ccc1OCC(=O)N1CCOCC1	-0.7%	-6.3	-19%	1%	-1%	2%	4%	i	i
COc1ccc(S(=O)(=O)N2CCCCC2)cc1NS(=O)(=O)c1ccccc1	-0.3%	-2.6	0%	2%	1%	-13%	-10%	i	i
COc1ccc(NC(=O)c2cc3cc(C)ccc3[nH]2)cc1	0.1%	/	-4%	1%	/	-3%	-11%	i	/
Cc1cccc(NC(=O)CSCC(=O)N=c2sccn2C)c1	0.1%	-2.2	-19%	0%	0%	0%	19%	i	i
O=C(CSc1ccccc1C(=O)N1CCN(c2ccccc2)CC1)N1CCCC1	2.2%	-0.1	3%	-6%	1%	0%	-7%	i	i
CCCC1(CC)C(=O)NC(=O)N=C1N (stereo not drawn)	-0.3%	-1.1	-2%	3%	/	2%	-8%	i	i
COc1ccc(OC)c(CCNC(=O)CCn2c(=O)c3cccn3c3ccc(F)cc32)c1	-0.7%	/	1%	1%	/	-3%	-10%	/	/
C/C=C/c1ccc(OCC(O)CNCC(c2ccc(OC)cc2)N(C)C)c(OC)c1 (stereo not drawn)	0.5%	-2.5	-13%	6%	-1%	1%	0%	i	i
COc1ccc(CN2CCCC(C(=O)N(C)Cc3ccccc3)C2)cc1OC (stereo not drawn)	-0.1%	-2.9	-4%	-11%	-1%	13%	8%	i	i
COc1ccc(C(CC(=O)O)c2cc(OC)c(OC)c(OC)c2)cc1OC (stereo not drawn)	0.4%	-1.9	3%	12%	/	-1%	4%	?	i
Cc1cccc(N=C2NC(=O)/C(=C/c3cccn3C)S2)c1	9.2%	-0.4	-21%	11%	-2%	-5%	?	i	i
CCSc1nnc(NC(=O)C2CC(=O)N(Cc3ccc(C)cc3)C2)s1 (stereo not drawn)	0.7%	0.1	-14%	-5%	3%	7%	-15%	i	i

Profiles from above. Order of screens: Nrf2 ARE act	CCT modulator	HepG2 tox	Nrf2 block	MmCpn inh	A549 tox	TGFb inhibitor	S2 tox	pAkt inh
COc1ccc(NC(=O)c2cc3cc(C)ccc3[nH]2)cc1 in the list: 0.1%	/	-4%	1%	/	-3%	-11%	i	/
COc1ccc(C(CC(=O)O)c2cc(OC)c(OC)c(OC)c2)cc1OC (stereo not drawn) in the list: 0.4%	-1.9	3%	12%	/	-1%	4%	?	i

Following part.
SMILES	Nrf2 ARE act	CCT modulator	HepG2 tox	Nrf2 block	MmCpn inh	A549 tox	TGFb inhibitor	S2 tox	pAkt inh
C/C(=N\NC(=O)COc1ccc(C)cc1C(C)C)c1ccc(-n2ccnc2)cc1	4.5%	-0.9	-42%	?	0%	?	1%	?	i
C=CCNC(=O)c1onc(CSc2cc(C)cc(C)c2)c1C(=O)NCC=C	0.7%	-2.4	-42%	?	0%	1%	?	i	i
C/C(Cn1cnc([N+](=O)[O-])n1)=N/NC(=O)COc1ccccc1Cl	-0.1%	-2.9	-24%	-2%	0%	-1%	1%	i	i
N#Cc1ccccc1/C=N/Nc1nc(-c2ccccc2)c2cc(Cl)ccc2n1	-0.7%	0.8	-2%	11%	1%	3%	16%	?	i
COc1cc(OC)cc(C(=O)OCC(=O)N(C)c2ccccc2)c1	-0.2%	0.3	-10%	-29%	1%	0%	17%	i	i
CCCN1CCc2nc(N3CCN(C)CC3)ncc2C1	-0.3%	/	1%	/	/	-21%	11%	i	/
O=[N+]([O-])c1cc(C(F)(F)F)ccc1NCCCN1CCOCC1	-0.3%	-2.3	5%	?	1%	-6%	26%	i	i
CCC1CCC/C1=N\NC(=O)c1cc(C)[nH]n1 (stereo not drawn)	2.0%	1.0	-2%	6%	1%	-1%	0%	?	i
Cc1ccc(S(=O)(=O)Nc2ccc(SC(F)F)cc2)c(C)c1	-0.5%	0.6	-72%	-18%	0%	-2%	13µM*	?	i
NC(CSCc1ccccc1)C(=O)Nc1ccc([N+](=O)[O-])cc1 (stereo not drawn)	0.2%	-1.4	-4%	/	/	/	16%	i	i
CCN(C[C@H]1N[C@@](CC)(C(=O)OC)[C@H]2C(=O)N(C)C(=O)[C@@H]12)S(=O)(=O)c1ccc(C)cc1	0.4%	-1.3	-10%	-4%	0%	0%	4%	i	i
Cc1ccc(S(=O)(=O)N(CC(=O)Nc2cccnc2)c2cccc([N+](=O)[O-])c2)cc1	-0.6%	-0.1	-43%	-2%	2%	2%	-15%	?	i
O=C(OC(C(=O)NCc1cccs1)c1ccccn1)c1cccs1 (stereo not drawn)	-0.3%	-3.4	3%	-18%	5%	-13%	2%	i	/
CCc1nc2c(OCC(=O)N3CCOCC3)cccn2c1N(C=O)Cc1ccccc1	0.2%	2.1	4%	/	/	/	17%	i	i
CC(C)(C)NC(=O)C(=O)NNC(=O)c1ccccc1Br	-0.3%	-2.4	13%	6%	-2%	-2%	-8%	i	i
CCOc1ccc(NC(=O)c2c(NC(=O)c3ccccc3F)sc3c2CCC3)cc1	-0.6%	/	-2%	4%	/	1%	7%	i	/
C=CCn1c(N2CCOCC2)nc2c1c(=O)[nH]c(=O)n2C	2.6%	-4.6	-4%	0%	1%	0%	7%	?	i
O=C(COc1ccc2ccc(=O)oc2c1)NCCN1CCOCC1	3.1%	-1.4	-3%	/	/	/	-11%	i	i
Cc1cccc2nc(CSc3nc4[nH]ncc4c(=O)n3-c3ccccc3Cl)cc(=O)n12	11%	-2.8	-11%	?	2%	-5%	?	?	i
O=C1CCC(C(=O)N(CCO)Cc2ccccc2)CN1CC1CCCCC1 (stereo not drawn)	-0.2%	-2.2	-8%	1%	0%	5%	0%	i	i
CC1CCN(S(=O)(=O)c2cc(C(=O)NCc3ccc(F)cc3)n(C)c2)CC1	0.4%	/	-3%	/	/	0%	3%	i	/
COc1ccc(C(C(=O)NCc2ccccc2)N(C(=O)Cn2nnc3ccccc32)c2cccc(OC)c2)cc1 (stereo not drawn)	-1.1%	/	0%	-13%	/	-8%	-9%	/	/
O=C(CN1C(=O)C2CCCCC2C1=O)N1CCN(c2ccc(F)cc2)CC1 (stereo not drawn)	1.2%	2.5	11%	-1%	-2%	-1%	13%	i	i
COC(=O)C(CC(C)C)NC(=O)c1cccs1 (stereo not drawn)	-0.4%	-4.0	7%	5%	0%	1%	2%	i	i
CO/N=C/c1ccc(Sc2ccc(C)cc2)c([N+](=O)[O-])c1	0.1%	0.2	-4%	-8%	0%	-13%	0%	i	i
SMILES	Nrf2 ARE act	CCT modulator	HepG2 tox	Nrf2 block	MmCpn inh	A549 tox	TGFb inhibitor	S2 tox	pAkt inh
Cc1ccccc1-c1cccc(CN2CCN(C)C(CCO)C2)c1 (stereo not drawn)	0.1%	-1.2	-23%	9%	-3%	-2%	0%	i	i
COC(=O)c1sccc1NC(=O)c1ccccc1	7.1µM*	-5.1	-23%	?	2%	1%	-1%	i	i
COCCn1c(SCC(=O)c2c[nH]c3ccccc23)nnc1-c1ccncc1	0.4%	2.0	33%	-13%	0%	2%	19%	i	i
COCCCN1C(=O)C(O)=C(C(=O)c2ccc(C)o2)C1c1cccc(Br)c1 (stereo not drawn)	0.6%	2.1	7%	4%	-2%	-5%	0%	i	i
COc1cccc(NC(=O)Nc2nnc(COCCO)s2)c1	1.5%	0.8	4%	/	/	/	1%	i	i
CCNc1nc(NC(C)(C)C)nc(N2CCCC2)n1	-0.9%	-0.8	-14%	-16%	-1%	?	-23%	?	i
COC(=O)C1=C(c2ccccc2)c2ccccc2S(=O)(=O)N1CC(=O)Nc1cc(C)ccc1C	-0.3%	/	-15%	2%	/	-2%	-12%	i	/
